Source: PubChem BioAssay (several laboratories)
PP5 primary – PP5 (human) phosphatase inhibition; 0.18% of 320,000 active; inhibition, % at 6.7 µM; purified PP5c, OMFP substrate fluorescence; P53041; AID 1987;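 active means inhibition above the campaign's mean inhibition across all tested compounds plus 3 SD, cut at about 9.5% in these data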;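 further: 0% = DMSO only and 100% = 100 µM cantharidin control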
Target sequence (P53041 whole entry, looked up): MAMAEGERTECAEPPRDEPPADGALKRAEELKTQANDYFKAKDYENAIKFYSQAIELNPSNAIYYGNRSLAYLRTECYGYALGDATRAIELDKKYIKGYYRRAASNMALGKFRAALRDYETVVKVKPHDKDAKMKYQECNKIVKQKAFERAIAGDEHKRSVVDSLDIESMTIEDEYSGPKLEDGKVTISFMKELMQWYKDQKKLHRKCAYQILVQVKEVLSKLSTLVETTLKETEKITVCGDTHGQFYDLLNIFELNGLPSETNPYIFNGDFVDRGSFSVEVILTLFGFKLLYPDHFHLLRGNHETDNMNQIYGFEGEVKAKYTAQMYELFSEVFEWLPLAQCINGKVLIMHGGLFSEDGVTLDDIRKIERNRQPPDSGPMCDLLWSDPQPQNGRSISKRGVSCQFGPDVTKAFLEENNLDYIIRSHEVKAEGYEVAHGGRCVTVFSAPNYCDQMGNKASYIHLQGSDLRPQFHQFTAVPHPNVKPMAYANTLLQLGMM
CTSL1 counter – blocks F. hepatica cathepsin L1 in PFM18AAP counter-screen. 0.49% of 300,000 active. inhibition, % at 5.96 µM. recombinant F. hepatica cathepsin L1, Z-Leu-Arg-MCA fluorescence;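 active means inhibition above the mean of all tested compounds plus 3 SD, set per screening campaign, cut at about 17% in these data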;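 further: 0% = plate median of test compound wells and 100% = 1 µM Z-Phe-Ala-diazomethylketone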
PP1 counter – blocks human PP1-alpha phosphatase, a PP5 counter-screen; P62136; purified PP1alpha, OMFP fluorescence; inhibition, % at 6.7 µM; 0.9% of 320,000 active; AID 2235;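 active means inhibition above the mean inhibition of all tested compounds plus 3 SD, computed separately for each screening campaign, cut at about 15% in these data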
Target sequence (P62136 whole entry, looked up): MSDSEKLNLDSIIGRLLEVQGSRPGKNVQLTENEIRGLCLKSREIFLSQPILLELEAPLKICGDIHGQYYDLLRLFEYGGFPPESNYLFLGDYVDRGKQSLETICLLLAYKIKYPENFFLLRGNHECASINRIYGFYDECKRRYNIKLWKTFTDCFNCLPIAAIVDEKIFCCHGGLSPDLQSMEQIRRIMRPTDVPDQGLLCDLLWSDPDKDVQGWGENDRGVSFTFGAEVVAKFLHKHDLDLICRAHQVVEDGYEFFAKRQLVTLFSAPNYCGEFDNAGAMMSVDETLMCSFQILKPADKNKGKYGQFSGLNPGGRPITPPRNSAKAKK
PREPL inhibitor – inhibits the human prolyl oligopeptidase-like enzyme; inhibition, % at 5.96 µM; AID 2751; recombinant PREPL, fluorescence polarization activity-based probe; 0.68% of 320,000 active; in the data active means inhibition above about 43%;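 further: 0% = enzyme with DMSO and 100% = wells lacking enzyme; many of its hits are not listed in these tables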
EBNA-1 inh – blocks EBNA-1 binding to DNA | inhibition, % at 14.8 µM | 0.34% of 300,000 active | EBNA-1 DNA binding, fluorescence polarization; in the data active means inhibition above about 28%
core dimer inh – blocks dimerization of HCV core protein. TR-FRET GST/Flag-core106 dimerization, 1536-well. inhibition, % at 5 µM. 0.33% of 300,000 active. AID 1899;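 active means inhibition above the mean of all tested compounds plus 3 SD, set per screening campaign, cut at about 45% in these data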
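System: GST/Flag-tagged HCV core106 proteins. Incubation: compound-protein-antibody incubation 4 h at 22.5 °C. Technique: HTRF with 340 nm excitation, 617/671 nm emission. Medium: KF-containing HEPES buffer, pH 7.45, DTT, CHAPS, BSA. Read-out: inhibition (%) from 671 over 617 nm ratio. Also added: Eu(K)-anti-GST 90 ng/mL plus XL665-anti-Flag 1 µg/mL.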
TPT1 inhibitor – blocks Candida albicans tRNA 2'-phosphotransferase; recombinant caTPT1, FP RNA substrate dephosphorylation; inhibition, % at 5 µM; 0.81% of 300,000 active; AID 1962;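 active means inhibition above the mean of all tested compounds plus 3 SD, set per screening campaign, cut at about 24% in these data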;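 further: plate controls were DMSO alone for no effect and ferristatin control at 100 nM for full effect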
ZTA counter – ZTA (EBV) inhibition in EBNA-1 counter-screen; P03206; ZTA-DNA binding, fluorescence polarization; inhibition, % at 11 µM; 0.15% of 320,000 active; in the data active means inhibition above about 33%
Efflux pump mplx – inhibitors of Candida antifungal efflux pumps expressed in yeast | S. cerevisiae Candida pump triplex, Nile Red efflux | inhibition, % at 10 µM | 0.44% of 330,000 active | AID 485275;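 active means plate passing quality check with inhibition over a set limit, or well fluorescence over plate mean plus 4 SD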;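 further: Nile Red retained in pooled yeast measured as flow cytometry median fluorescence; 0% = buffer negative control and 100% = Enniatin B positive control; higher means more Nile Red kept so more efflux inhibition; some compounds called inactive have numbers as strong as hits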
An asterisk follows results filed as active; nt = not tested or not shown.

SMILES	PP5 primary	CTSL1 counter	PP1 counter	PREPL inhibitor	EBNA-1 inh	core dimer inh	TPT1 inhibitor	ZTA counter	Efflux pump mplx
O=C(Nc1ccc(Cl)cc1F)c1ccc(COc2c(F)c(F)c(F)c(F)c2F)o1	3.3	3.2	5.5	-9.6	11.8	23.2	-5.3	3.4	-0.2
Cc1ccc(SCC(=O)OCC(=O)NCCc2ccccc2)cc1	0.4	nt	-1.6	-2.1	nt	nt	nt	0.0	0.1
CC(OC(=O)CN1C(=O)C2CC=CCC2C1=O)C(=O)Nc1ccc(F)cc1Cl (centres undefined)	2.5	5.7	-3.9	-0.5	3.8	1.9	-1.6	-13.4	0.4
Cc1ccc(SCc2cc(=O)[nH]c(Nc3nc(C)c4ccc(C)cc4n3)n2)cc1	-1.1	1.8	-2.3	5.6	-7.2	1.8	1.2	-3.5	0.5
CCN(c1ccccc1)S(=O)(=O)c1nnc(NC(=O)c2ccco2)s1	-0.2	-8.5	-2.7	0.9	0.2	4.9	0.9	10.8	0.0
CC(=O)c1ccc(OC(=O)N(c2ccccc2)c2ccccc2)cc1	-0.8	-0.2	0.5	-1.3	2.1	3.6	-0.5	11.4	0.0
C=CCOc1cccc(C2C(C(=O)c3ccc(C)o3)=C(O)C(=O)N2CCN(C)C)c1 (centres undefined)	1.1	-1.1	-1.3	8.4	-9.3	0.4	1.6	-28.3	0.1
O=C(Cc1ccccc1Cl)N/N=C/c1cccnc1	1.7	-0.7	0.1	-1.5	4.1	7.5	-3.0	10.0	-0.1
O=C(Cc1ccccc1)NNC1CC(=O)N(c2ccc(Cl)cc2)C1=O (centres undefined)	-0.6	0.3	-4.2	7.8	7.6	-2.7	-2.8	-7.5	-0.1
O=C1CC(=C(c2ccccc2)c2ccccc2)C(=O)N1CCCN1CCN(c2cccc(Cl)c2)CC1	3.7	-1.1	16.7*	17.9	-1.7	11.5	4.8	-3.2	0.3
CNS(=O)(=O)c1cnccc1N1CCN(C)CC1	2.1	6.4	-0.9	10.7	2.2	-2.7	-0.5	3.1	0.1
CC(C)(C)c1ccc(S(=O)(=O)Nc2ccc(Cc3ccncc3)cc2)cc1	3.5	4.3	3.1	-2.6	1.9	11.5	-2.8	-12.6	0.0
CCCCC1=CC2=C(c3ccco3)C(=O)C(C)(OC(=O)c3ccc(OC)cc3)C(=O)C2=CN1C(CO)CO (centres undefined)	0.6	1.6	11.6	12.7	6.2	19.0	-3.6	12.6	0.0
CCCn1c2c(c(O)c(C(=O)Nc3nc4ccccc4s3)c1=O)CCCC2	-3.5	0.0	-4.9	5.2	-12.5	8.8	-1.8	-0.2	0.1
Cc1ccc(-c2noc(CCC(=O)NC3CC3)n2)cc1	-1.4	2.2	-1.8	9.6	-11.6	-14.8	-3.0	-9.4	0.0
O=C(CNC(=O)c1ccco1)Nc1ccc(Cl)cc1	0.1	1.1	0.0	-1.4	4.7	4.2	-3.3	-5.9	0.1
COc1ccc(S(=O)(=O)N2CCCCC2)cc1NC(=O)CSc1ncccn1	-2.2	nt	-6.0	-0.1	nt	nt	nt	13.7	0.0
CC(C)NC(=O)CCn1c(=S)oc2ccccc21	4.8	7.4	-8.3	8.9	1.4	-6.3	-0.2	-33.3	0.0
CCOC(=O)C1CCN(C(=O)COc2ccc(S(=O)(=O)N3CCCC3)cc2C)CC1	0.8	0.8	0.0	-3.7	-10.3	-3.0	1.1	5.4	-0.1
CC(=O)Nc1ccc(NC(=O)CSc2nnnn2-c2ccc3c(c2)OCCO3)cc1	3.4	4.7	2.9	13.6	10.2	-11.9	1.5	1.2	-0.2
Clc1ccc(-c2cn3cc(Br)ccc3n2)cc1Cl	1.2	14.9	1.8	-46.8	3.5	37.6	-4.4	8.4	0.1
CCOc1cc(C2C(C#N)=C(N)OC(C)=C2C(C)=O)cc(Br)c1O (centres undefined)	1.6	2.3	-0.2	8.9	-14.4	-2.2	-26.6	-2.9	0.2
CCCC(C(=O)NC1CCCC1)N(C(=O)c1snc(C(N)=O)c1N)c1ccc(OCC)cc1 (centres undefined)	2.9	0.9	2.3	5.5	-1.3	4.1	-2.8	-11.4	0.4
CC1Oc2ccccc2N(CC(=O)NCCc2ccccc2)C1=O (centres undefined)	4.3	-1.3	3.1	7.5	-3.8	-1.2	4.3	-0.5	0.0
Oc1ccc(CN2CCCCC2)nc1-c1ccccc1	-0.6	4.6	-2.9	-1.4	3.2	0.2	-4.7	-9.0	-0.1
O=C(Cn1c2[n+](c3ccc(C(F)(F)F)cc31)CCCCC2)c1cccc([N+](=O)[O-])c1	1.6	1.2	-4.2	7.7	6.9	13.3	4.5	13.1	-0.1
C=CCn1c(=NC(=O)CN2C(=O)CCC2=O)sc2cc(S(N)(=O)=O)ccc21	0.1	2.5	-2.6	-2.4	3.9	-3.0	-2.2	-0.6	-0.2
Cc1ccc(C)n1-c1ccc(C(=O)NN)s1	0.7	20.8*	-2.7	56.5*	4.2	-0.3	0.2	-11.1	-0.1
CCOC(=O)c1cc2n(c1C)-c1ccccc1C2=O	2.6	-3.3	-5.1	3.9	-4.2	4.0	-1.4	-3.2	0.1
O=C(Cc1c(Sc2ccccc2)c2ccccc2n1Cc1ccccc1)NCCO	5.0	3.5	3.2	10.9	3.1	-4.2	0.3	21.8	0.1
Oc1cccnc1Sc1cccc(C(F)(F)F)c1	4.2	-3.4	-3.6	12.5	3.8	-1.0	-1.9	4.0	0.0
Cc1cccn2c(=O)c3cc(C(=O)N(C)C)n(C)c3nc12	2.1	4.4	-0.4	0.7	7.3	-8.3	-17.1	15.4	0.1
CC(C)(C)OC(=O)N1CCC(NC(=O)c2[nH]cnc2C(=O)N[C@@H](Cc2ccccc2)C(=O)OCc2ccccc2)CC1	4.8	4.8	5.7	10.3	-1.6	16.1	-0.6	-6.5	-0.1
Cc1cccc(NC(=O)CCS(=O)(=O)c2ccccc2)n1	0.1	-8.1	0.3	10.7	-4.5	-14.9	1.4	2.2	0.1
COc1cc(Br)cc2cc(C(=O)N3CCOCC3)c(=O)oc12	-0.2	-1.6	-3.6	2.5	-5.1	0.2	1.7	8.0	-0.1
C=CCNC(=O)CC(C)C(CCCCC)C(=O)O (centres undefined)	0.4	-2.0	-3.0	4.0	-8.3	-2.1	0.3	15.9	0.0
COc1ccc(S(=O)(=O)N2CCN(C(=O)CC(C)C)CC2)cc1	-4.6	1.2	-1.2	-2.5	-3.1	-2.1	0.2	5.6	0.2
CN(CC(=O)Nc1ccccc1Cl)C(=O)COC(=O)c1ccc(=O)n(Cc2ccccc2)n1	1.1	12.8	3.7	-7.2	0.6	0.3	-0.2	-1.2	-0.1
FC(F)(F)c1ccccc1-n1ccnc1	3.2	-1.6	-3.4	-6.2	-11.0	-4.8	-0.6	10.0	-0.2
CCOCCc1nnc(NC(=O)C(C)Oc2ccccc2)s1 (centres undefined)	-1.2	-6.7	-2.0	-5.2	4.5	1.5	0.1	19.6	0.0
COc1cccc(/C=N\NC(=O)c2sc(N)nc2C)c1OC	1.7	2.6	1.3	10.2	4.7	-6.8	-5.2	-13.5	0.0
O=C(N/C(=C/c1cccc([N+](=O)[O-])c1)C(=O)N1CCCCCC1)c1ccco1	2.6	3.1	-3.9	17.8	-1.4	-17.7	-1.8	-0.9	-0.3
Cc1ccc(NC(=S)N(CCN(C)C)Cc2cc3cc(C)ccc3[nH]c2=O)cc1	1.7	0.0	-1.7	-3.7	-3.0	2.7	-1.8	-5.8	0.0
CC1(c2ccccc2)CC(C)(C)N(C(=O)CSc2nnc(N)s2)c2ccccc21 (centres undefined)	1.6	-1.1	3.8	27.1	5.6	15.7	1.1	-2.8	-0.2
CCC(=O)NC(=S)Nc1ccc(S(=O)(=O)N2CCN(C)CC2)cc1	-7.2	0.6	-0.2	-7.0	-16.6	-16.6	-2.3	-5.2	-0.1
CCN(CCCNC(=O)CCCn1c(=O)[nH]c2ccccc2c1=O)c1cccc(C)c1	4.0	-0.1	1.9	3.5	-2.9	-6.8	-2.3	-3.6	0.1
CC(C)N1C(=O)CC2(CC[N+](C)(CCOC(=O)C(c3ccccc3)c3ccccc3)CC2)C1=O (centres undefined)	0.1	0.2	-3.0	3.6	9.6	0.0	-2.6	6.0	0.1
CN(C)CCNC(=O)/C=C/c1cn(-c2ccccc2)nc1-c1cc2ccccc2oc1=O	-2.4	-6.0	-2.1	-8.2	-7.6	-6.6	1.8	-5.2	0.1
COc1ccc(Cl)cc1NC(=O)CN(C)C(=O)c1cc(-c2cccs2)nn1-c1ccccc1	6.0	-0.4	7.1	-7.6	-0.9	8.5	3.2	-4.8	-0.1
COc1ccc(N2CCN(c3oc(COc4ccc(Cl)cc4)nc3C#N)CC2)cc1	1.3	1.8	1.3	27.4	2.8	14.3	-2.8	0.6	0.2
O=S(=O)(NCc1cccs1)c1ccc(Cl)s1	1.5	1.9	-3.0	-1.5	9.5	4.2	-2.2	2.9	-0.1
CN(c1ccccc1)S(=O)(=O)c1cccc(C(=O)OCC(=O)NCCCN2CCCC2=O)c1	2.4	-5.0	-6.4	-2.4	-3.9	1.4	-2.2	-6.0	0.1
O=C(O)Cc1ccc(NC(=O)c2ccc3c(c2)C(=O)N(CC2CCCO2)C3=O)cc1 (centres undefined)	2.6	-0.6	0.1	-1.6	3.1	5.2	-2.2	4.4	0.0
COc1ccc(C(=O)NCCn2cc(SCC(=O)Nc3nnc(C)s3)c3ccccc32)cc1	0.3	-0.5	3.4	4.7	4.5	5.8	2.4	-6.3	0.1
O=C(O)c1ccc(N/N=C/C=C/c2ccccc2[N+](=O)[O-])cc1	1.2	8.2	-0.8	9.2	-2.5	-16.0	-2.1	5.7	-0.1
COc1ccc(C)cc1NC(=O)c1c([N+](=O)[O-])cnn1C	1.6	-2.0	-2.5	-2.0	-10.3	3.0	-2.5	-4.1	0.0
Oc1ccccc1N1CCN(C(=S)Nc2ccc(SC(F)F)cc2)CC1	-1.2	0.4	2.0	11.5	-8.8	1.6	6.1	7.7	0.3
CCSc1ncnc2c(C#N)c3n(c12)CCCCC3	-0.8	6.9	-2.1	15.6	3.1	6.2	2.8	9.5	0.3
O=C(Nc1ccc(Cl)cc1C(=O)NCC1CCCO1)c1ccc(Cl)cc1Cl (centres undefined)	-0.7	2.8	0.1	29.1	-3.1	-0.6	-5.0	1.9	0.0
Cc1cc(C)cc(N(CCC#N)C(=O)CSc2ncnc3sccc23)c1	0.0	nt	1.9	0.0	nt	nt	nt	4.3	0.0

Structures above containing a thiophene ring, fused or not (4):
SMILES	PP5 primary	CTSL1 counter	PP1 counter	PREPL inhibitor	EBNA-1 inh	core dimer inh	TPT1 inhibitor	ZTA counter	Efflux pump mplx
Cc1ccc(C)n1-c1ccc(C(=O)NN)s1	0.7	20.8*	-2.7	56.5*	4.2	-0.3	0.2	-11.1	-0.1
COc1ccc(Cl)cc1NC(=O)CN(C)C(=O)c1cc(-c2cccs2)nn1-c1ccccc1	6.0	-0.4	7.1	-7.6	-0.9	8.5	3.2	-4.8	-0.1
O=S(=O)(NCc1cccs1)c1ccc(Cl)s1	1.5	1.9	-3.0	-1.5	9.5	4.2	-2.2	2.9	-0.1
Cc1cc(C)cc(N(CCC#N)C(=O)CSc2ncnc3sccc23)c1	0.0	nt	1.9	0.0	nt	nt	nt	4.3	0.0

The list is partial, so the mix of outcomes need not match the whole.
